PREPL inh: PREPL enzyme inhibitors, primary screen, biochemical, fluorescence polarization; Prolyl endopeptidase-like (Homo sapiens), Q4J6C6; recombinant PREPL, fluorescence polarization activity-based probe; inhibition, % at 5.96 µM; 320,000 tested, 0.68% active; AID 2751, 2010; in the data active means inhibition above about 43%;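 further: 0% = enzyme with DMSO and 100% = wells lacking enzyme; many of its hits are not listed in these tables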
LYPLA1 counter: LYPLA1 inhibitors, primary screen, counter-screen for PME1 inhibitor project, biochemical, fluorescence polarization, FP-Rh probe ABPP; recombinant LYPLA1; Acyl-protein thioesterase 1 (Homo sapiens), O75608; inhibition, % at 5.9 µM; 320,000 tested, 0.16% active;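 active means inhibition above the mean of all tested compounds plus 3 SD, set per campaign, cut at about 14% in these data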;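 further: inhibitors block serine hydrolase probe labeling of LYPLA1 so polarization falls; 0% = enzyme with DMSO and 100% = wells lacking LYPLA1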
Target sequence (O75608 whole entry, looked up): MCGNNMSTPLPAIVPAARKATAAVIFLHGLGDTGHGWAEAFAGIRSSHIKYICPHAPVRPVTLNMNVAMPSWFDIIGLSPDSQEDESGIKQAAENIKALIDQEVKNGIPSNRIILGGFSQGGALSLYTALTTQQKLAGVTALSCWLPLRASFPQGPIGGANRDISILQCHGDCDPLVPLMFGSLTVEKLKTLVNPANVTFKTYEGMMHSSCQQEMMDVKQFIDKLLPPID
PAFAH1B3 inh: PAFAH1B3 enzyme inhibitors, primary screen, biochemical, fluorescence polarization, human; 340,000 tested, 0.28% active; inhibition, % at 3.39 µM; recombinant PAFAH1B3, FP-rhodamine probe; Platelet-activating factor acetylhydrolase IB subunit alpha1 (Homo sapiens), Q15102;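 active means inhibition above the screen-wide average of all tested compounds plus 3 SD, cut at about 25% in these data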;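 further: 0% = enzyme with DMSO only and 100% = wells lacking PAFAH1B3 protein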
Target sequence (Q15102 whole entry, looked up): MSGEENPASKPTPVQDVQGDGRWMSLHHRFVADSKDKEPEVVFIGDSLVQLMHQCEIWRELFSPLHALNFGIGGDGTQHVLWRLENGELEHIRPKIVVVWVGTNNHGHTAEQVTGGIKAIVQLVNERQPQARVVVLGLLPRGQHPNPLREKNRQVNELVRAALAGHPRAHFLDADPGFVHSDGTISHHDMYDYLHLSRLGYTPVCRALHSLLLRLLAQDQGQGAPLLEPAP
LYPLA2 inh: LYPLA2 inhibitors, primary screen, counter-screen for PME1 inhibitor project, biochemical, fluorescence polarization, FP-Rh probe ABPP; inhibition, % at 5.9 µM; recombinant LYPLA2; Acyl-protein thioesterase 2 (Homo sapiens), O95372; 320,000 tested, 0.38% active; AID 2177, 2009;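 active means inhibition above the screen-wide mean plus 3 SD, limit set per campaign, cut at about 26% in these data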;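 further: 0% = LYPLA2 with DMSO and 100% = wells lacking LYPLA2 enzyme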
Target sequence (O95372 whole entry, looked up): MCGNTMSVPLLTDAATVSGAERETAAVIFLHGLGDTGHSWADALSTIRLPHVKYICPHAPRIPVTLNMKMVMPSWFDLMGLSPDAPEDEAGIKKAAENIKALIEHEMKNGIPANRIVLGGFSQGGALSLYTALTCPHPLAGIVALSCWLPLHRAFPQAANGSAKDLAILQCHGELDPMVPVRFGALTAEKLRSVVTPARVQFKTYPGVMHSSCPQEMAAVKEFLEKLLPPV
PAFAH2 inh: PAFAH2 enzyme inhibitors, primary screen, biochemical, fluorescence polarization, human | Platelet-activating factor acetylhydrolase 2, cytoplasmic (Homo sapiens), Q99487 | recombinant PAFAH2, FP-rhodamine activity probe | inhibition, % at 3.39 µM | 340,000 tested, 0.99% active;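 active means inhibition above the mean over all tested compounds plus 3 SD, cut at about 30% in these data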;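 further: inhibitors block probe labeling of enzyme so polarization drops; 0% = enzyme with DMSO and 100% = wells lacking PAFAH2 protein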
PAFAH1B2 inh: PAFAH1B2 enzyme inhibitors, primary screen, biochemical, fluorescence polarization, human. Platelet-activating factor acetylhydrolase IB subunit alpha2 (Homo sapiens), P68402. 340,000 tested, 1.2% active. inhibition, % at 3.39 µM. recombinant PAFAH1B2, FP-rhodamine activity probe. AID 492953, 2010;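 active means inhibition above the mean of all tested compounds plus 3 SD, cut at about 24% in these data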;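 further: 0% = enzyme with DMSO and 100% = wells lacking PAFAH1B2; many of its hits are not listed in these tables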
EBNA-1 inhibitor: EBNA-1 DNA-binding inhibitors, primary screen, biochemical, fluorescence polarization | AID 1950, 2009 | 300,000 tested, 0.34% active | inhibition, % at 14.8 µM; in the data active means inhibition above about 28%
pPAFAH FP inh: pPAFAH enzyme inhibitors, primary screen, biochemical, fluorescence polarization, human. recombinant pPAFAH, FP-rhodamine probe fluorescence polarization. inhibition, % at 3.39 µM. 330,000 tested, 1.5% active;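 active means inhibition above the mean inhibition across the screen plus 3 SD, cut at about 25% in these data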;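 further: inhibitors block binding of the rhodamine activity-based probe so polarization drops; 0% = enzyme with DMSO and 100% = wells lacking pPAFAH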
ZTA DNA inh: blocks Epstein-Barr virus ZTA, an EBNA-1 counter-screen. P03206. ZTA-DNA binding, fluorescence polarization. inhibition, % at 11 µM. 320,000 tested, 0.15% active. AID 2234; in the data active means inhibition above about 33%
Target sequence (P03206 whole entry, looked up): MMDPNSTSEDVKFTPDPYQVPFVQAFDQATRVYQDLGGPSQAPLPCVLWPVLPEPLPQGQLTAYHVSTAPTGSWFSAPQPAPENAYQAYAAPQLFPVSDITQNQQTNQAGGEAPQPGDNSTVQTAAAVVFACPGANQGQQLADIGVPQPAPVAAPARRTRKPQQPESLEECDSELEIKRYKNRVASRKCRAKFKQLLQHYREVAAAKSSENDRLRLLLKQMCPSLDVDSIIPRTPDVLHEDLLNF
* = called active by the depositor; · = no result given. A portion of the library (hit frequency here may not be typical).

Molecule,PREPL inh,LYPLA1 counter,PAFAH1B3 inh,LYPLA2 inh,PAFAH2 inh,PAFAH1B2 inh,EBNA-1 inhibitor,pPAFAH FP inh,ZTA DNA inh
O=C(CNC(=S)N(CCCN1CCOCC1)Cc1cccs1)NCc1ccccc1Cl,-32,-2,6,1,47*,-1,4,5,-3
OCCC1CN(Cc2cccn2-c2cccnc2)CCN1Cc1ccc(F)cc1 (configuration not stated),3,0,1,-2,-2,5,5,6,-5
O=C(COc1ccc2oc(-c3ccccc3)cc(=O)c2c1)NCc1ccco1,8,-4,1,-5,10,-4,-4,1,11
O=C(N/N=C/c1c(O)n(Cc2ccccc2)c(=O)c2ccccc12)c1cccnc1,12,3,20,5,16,5,-2,19,-4
CS(=O)(=O)N(CC(=O)NCc1ccc2c(c1)OCO2)C1CCCCC1,-2,1,7,8,5,2,-3,4,-12
CCOC(=O)N1CCN(C(=O)CSc2nc(=O)n3cc(C)ccc3n2)CC1,-5,4,1,5,3,5,-10,-6,-4
COC(=O)C1=C(C)N(CCC2=CCCCC2)C(=O)C1,13,-1,11,-4,-5,8,-11,0,-24
N/C(=N\OC(=O)c1ccc2c(c1)OCO2)c1ccc(Cl)cc1,17,-1,9,0,33*,-4,12,3,3
CC1Cc2ccccc2N1C(=O)COC(=O)c1ccc(N(C)C)cc1 (configuration not stated),12,1,6,1,55*,5,·,1,-20
CN1CCN(S(=O)(=O)c2ccc3c(c2)OCCO3)CC1,2,3,2,7,4,7,-5,4,-5
COc1cc(-c2nnc(CSc3nnc(N)s3)o2)cc(OC)c1OC,10,3,15,4,4,7,-5,-2,-19
CC1CN(C(c2cccs2)c2sc3ncnn3c2O)CC(C)O1 (configuration not stated),-5,-1,5,-3,2,4,-9,8,2
O=C(Nc1cccc2ccccc12)c1onc2c1CCCC2,19,2,-2,12,-3,-3,4,9,1
CN(Cc1ccon1)C(=O)CC1C(=O)NCCN1CC(C)(C)C (configuration not stated),-6,3,0,6,0,3,1,8,-12
CCOc1ccccc1-n1c(=S)sc2c(=O)n(-c3ccc(C)cc3)c(=S)[nH]c21,3,-6,9,3,2,-2,-3,1,1
COc1ccc(CN2CCN(Cc3ccc4ccccc4c3)CC2)cc1OC,19,-2,1,2,2,2,9,4,-1
Cc1cc(Oc2nc3c(C)cccn3c(=O)c2/C=C(\C#N)S(=O)(=O)c2ccc(Cl)cc2)ccc1Cl,-3,-3,4,0,7,4,-8,2,-4
CCC(=O)Nc1cccc(Br)c1,11,-6,-1,2,2,-1,-7,1,-8
Cc1ccc(OCCNC(=O)Cc2ccc(F)cc2)cc1,-1,1,-3,7,5,11,3,5,8
COCCCNc1c2c(nc3nnnn13)CCCC2,3,-1,1,1,-2,-5,-7,0,0
CCCN1CCN(CC(=O)Nc2nnc(C)s2)CC1,10,-3,3,6,10,4,-13,-2,-8
CCn1c2ccccc2c2cc(Nc3cc(C)nc4ncnn34)ccc21,19,3,2,6,3,1,-3,19,3
COc1ccc(NC(=O)CC2C(=O)N(c3ccc(F)cc3)C(=S)N2NC(=O)c2ccc(Cl)cc2)cc1 (configuration not stated),-6,-7,1,-8,-2,0,4,9,-3
CC1CCN(CC(O)COc2ccc(C(=O)c3ccccc3)cc2)CC1 (configuration not stated),10,-3,15,0,1,3,-11,-2,1
CCOc1ccc(NC(=O)NC(C)c2ccc3c(c2)OCO3)cc1 (configuration not stated),4,1,6,-2,2,13,-8,7,-8
Cc1ccc(N2C(=O)Cc3ccccc3C2=O)cc1,-1,3,12,-1,-4,3,5,4,12
CC(=O)Nc1ccc(S(=O)(=O)N2CCC(C(=O)NCCC(=O)NCc3ccncc3)CC2)cc1,13,-7,-4,0,-4,0,-3,1,3
C/C=C/Cn1c(Br)nc2c1c(=O)[nH]c(=O)n2C,3,-2,9,-3,-10,0,4,5,-2
OC1CCN(Cc2cn(Cc3ccccc3)nc2-c2cc3ccccc3o2)CC1,-22,1,1,3,-1,1,3,7,14
O=C(CC1NCCNC1=O)Nc1ccc([N+](=O)[O-])cc1 (configuration not stated),1,2,·,-2,·,·,-21,4,-15
CC(C)COC(=O)C1C2C=CC3(CN(C(C)c4ccc(Br)cc4)C(=O)C13)O2 (configuration not stated),7,2,8,0,3,11,-1,4,9
CCOc1ccc(CCNC(=O)CN2C(=O)c3cccnc3Oc3ccc(Cl)cc32)cc1,-10,-1,-2,1,13,1,6,5,-5
CSc1ncc(Cl)c(C(=O)Nc2nnc(SC)s2)n1,-4,-2,-2,4,1,3,-6,0,5
COc1cc(CN2CCC(CO)(CCOc3ccccc3)CC2)cc(OC)c1OC,-17,-1,2,1,0,0,7,-2,2
CC(Sc1nnc(COc2ccc(Cl)cc2)n1Cc1ccco1)C(=O)N1CCNC1=O (configuration not stated),-9,1,-5,6,4,7,·,9,9
CCN(CC)S(=O)(=O)c1ccc(NCCCn2ccnc2)c([N+](=O)[O-])c1,-4,3,7,-1,0,5,-2,9,2
COc1ccc(-c2csc(NC(=O)c3cccc(N4C(=O)CCC4=O)c3)n2)cc1OC,11,1,10,-2,4,3,·,3,-5
CCOC(=O)C1C(=O)C=C(/C=C/c2ccc(N(C)C)cc2)CC1c1ccccc1 (configuration not stated),9,-12,-3,-9,-27,-3,-3,-4,-2
Cn1c(=O)[nH]c2sc3c(c2c1=O)CC(C)(C)OC3,7,0,6,-2,0,3,-5,-4,3
O=c1cc(-c2ccc3c(c2)OCO3)oc2ccccc12,-17,-1,-5,-5,1,-1,5,2,-5
CC(C)CNS(=O)(=O)c1ccc(S(=O)(=O)N2CCC(N3CCCCC3)CC2)cc1,4,-2,1,3,8,1,-13,-2,-3
CC(=O)c1cccc(NC(=S)NC(=O)c2ccccc2C)c1,-1,0,5,3,4,1,-8,-2,-23
Cc1cc(C)cc(C(=O)NCC(=O)N2CCC3(CC2)NCCc2[nH]cnc23)c1,8,-2,4,3,1,3,3,3,8
COc1cc2c(c3oc(-c4ccccc4)cc(=O)c13)C=CC(C)(C)O2,9,-1,-3,4,8,4,-4,7,0
COc1cc2ccccc2cc1C(=O)O,2,4,4,3,-11,5,2,3,7
COCCn1c(SCC(=O)c2[nH]c(C)c(C(C)=O)c2C)nc2ccccc2c1=O,7,-2,3,-1,4,8,-5,-2,4
CCN(C(=O)c1ccc(C)c(Br)c1)c1ccccc1,1,0,2,-3,-3,7,-6,-6,-1
CC(C)N(N=Nc1ccc([N+](=O)[O-])cc1)C(C)C,6,0,10,6,0,3,-3,5,-13
COc1ccc(CCN(C(=O)COc2ccccc2)c2nc(-c3ccccc3)cs2)cc1OC,0,-4,-1,-4,1,1,13,-2,-8
CCc1ccccc1NC(=S)N(CCN1CCOCC1)C1CCN(C(C)=O)CC1,2,3,-4,7,-1,-1,-5,1,-7

Part of the list above with just PAFAH2 inh, PAFAH1B3 inh and LYPLA2 inh.
canonical_smiles	PAFAH2 inh	PAFAH1B3 inh	LYPLA2 inh
OC1CCN(Cc2cn(Cc3ccccc3)nc2-c2cc3ccccc3o2)CC1	-1	1	3
O=C(CC1NCCNC1=O)Nc1ccc([N+](=O)[O-])cc1 (configuration not stated)	·	·	-2

Following part:
Molecule,PREPL inh,LYPLA1 counter,PAFAH1B3 inh,LYPLA2 inh,PAFAH2 inh,PAFAH1B2 inh,EBNA-1 inhibitor,pPAFAH FP inh,ZTA DNA inh
CCCCN(CC)Cc1c(C)[nH]c2c(ccc3ccccc32)c1=O,22,-5,6,-6,8,6,1,5,3
COc1cc(S(=O)(=O)N2CCN(c3ccccn3)CC2)ccc1Br,-13,6,0,6,-2,3,-4,2,-2
CC(=O)Nc1ccccc1C(=O)C(=O)O,1,0,4,5,1,4,3,2,-1
Cc1ccc(Nc2nnc(SC(C)C(=O)Nc3c(C)n(C)n(-c4ccccc4)c3=O)s2)cc1 (configuration not stated),11,-1,13,3,-3,-4,2,2,14
CC(C)Oc1ccc(NC(N)=O)cc1,-1,3,9,9,-1,-1,-6,3,-14
Cc1cc(C(F)F)n2nc(C(=O)Nc3sc4c(c3C(N)=O)CCC4)nc2n1,17,-3,3,-3,0,-2,7,3,-8
COc1ccc(CCN2C(=O)C3C4CCC(C4=C(C)C)C3C2=O)cc1OC (configuration not stated),2,1,4,-4,-1,3,0,3,-3
C=CCn1c(COc2ccc(OC)cc2)nc2ccccc21,1,1,2,0,3,4,10,1,5
COc1cccc(OC)c1C(=O)Nc1ccc2c(c1)Cc1ccccc1-2,-2,-1,-3,-9,5,1,-3,0,-3
CN(O)/C=c1/ccc2c(n1)C(=O)C=CC=2,-1,-2,35*,8,11,8,-10,7,1
CCn1c(-c2cccc(Cl)c2)n[nH]c1=S,0,-1,14,1,-3,-2,-2,3,1
COc1ccc(/C=N/NC(=O)c2nnn(-c3nonc3N)c2-c2cccc(OC)c2)cc1,4,-2,2,-3,1,4,-2,0,-11
O=C(c1ccccc1)c1coc2ccc(O)c(CN3CCOCC3)c12,43*,0,5,-2,1,3,1,3,12
Cc1cc(-n2c(C)cc(C(=O)CSc3ccccn3)c2C)no1,2,·,4,·,4,1,·,5,·
COC(=O)c1sccc1NC(=O)Nc1ccc(F)cc1,-3,0,-1,3,-1,4,0,-1,-12
COc1cc(OC)cc(C(=O)NCC(=O)OCC(=O)Nc2ncc(Cl)cc2Cl)c1,18,1,9,-7,-3,0,-10,7,6
COc1ccc(-c2noc(CCC(=O)NC3CCN(Cc4ccccc4)CC3)n2)cc1,7,-3,-2,-1,-4,4,1,-2,8
O=[N+]([O-])c1ccc(CN2CCN(c3ccccc3Cl)CC2)o1,2,-1,1,-2,3,7,8,3,8
COc1ccc(OC)c(NC(=O)c2nnn(Cc3ccc(Br)cc3F)c2N)c1,23,-3,-3,-2,4,-4,-2,1,-1
C#CCOCCOCCOCCNc1nc(N2CCN(C(=O)CCCCCCCCCCNC(=O)[C@H](CCCCN)n3cc(C)nn3)CC2)nc(N2CCN(C(=O)CCCCCCCCCCNC(=O)[C@H](CO)n3cc(CCCSC)nn3)CC2)n1,35,0,2,10,-2,-2,8,2,13
CC(=O)Nc1ccc2c(c1)ncn2-c1ccccc1,-3,1,·,1,·,·,-3,6,-4
Cc1cc(C(=O)Nc2c(C)nn(Cc3ccc(F)cc3)c2C)on1,12,1,0,2,-2,-6,12,-3,-15
CCOC(=O)N1CCN(C(=O)c2oc3ccc(S(=O)(=O)N4CCOCC4)cc3c2C)CC1,-4,4,3,11,0,4,-3,6,10
Cc1cc(C)n2nc(SCc3cccc(F)c3)nc2n1,5,0,5,0,-12,-1,-4,4,12
Cc1ccc(N(C(=O)Cn2nnc(-c3ccccc3)n2)C(C(=O)NC2CCCCC2)c2ccccn2)cc1C (configuration not stated),7,0,3,6,-1,4,4,-1,0
N#Cc1ccsc1NC(=O)CN1CCN(c2ccccc2)CC1,17,-3,8,-1,3,5,-5,4,4
O=S(=O)(c1ccc2c(c1)CCCN2)N1CCCC1,4,1,-1,-1,-1,7,·,-2,4

Bioassay records as filed in PubChem.
